human PMI inhibitors – MPI inhibition at elevated mannose 6-phosphate – biochemical, fluorescence intensity, high mannose 6-phosphate, primary screen (AID 1220); recombinant PMI enzyme, coupled fluorescence intensity; higher % means a stronger effect; inhibition, % at 20 µM; hits with a dose series show IC50 in µM; hit rate 0.66% among 190,000
CSM14.1 death rescue – protection against thapsigargin-triggered cell killing – 384-well, CSM14.1, ATP luminescence, primary screen (AID 1222). CSM14.1 thapsigargin-induced death rescue, ATP luminescence; higher % means a stronger effect. one-dose cellular ATP content (survival), % at 20 µM; EC50 in µM for titrated hits. 190,000 tested, under 10 active;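 active = EC50 below 50 µM in the dose-response confirmation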;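 also: death triggered by thapsigargin at about 15 µM added after 2 h compound pretreatment; cell ATP read after overnight thapsigargin exposure of roughly 18 to 22 hours; normalized against plate controls of thapsigargin alone and 5% DMSO vehicle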
TNAP activation fold – human TNAP enzyme activators, primary screen, biochemical, luminescent, no phosphate acceptor, uHTS (AID 1001); one-dose activation fold at 20 µM; EC50 in µM for titrated hits; purified TNAP, luminescent activation assay, no phosphate acceptor; higher activation fold means a stronger effect; hit rate 0.03% among 200,000; in the data active = activation fold from about 3, or a potency from the dose series; inactive = the rest, 99 in 100 with activation fold below about 1.6; also: many of its hits are not listed in these tables
M1AAP inhibition – malaria alanyl aminopeptidase activity blockers – biochemical, fluorogenic H-Leu-NHMec substrate, 1536-well (AID 1445); recombinant M1AAP, H-Leu-NHMec fluorogenic kinetic assay; higher % means a stronger effect; inhibition, % at 30 µM, or IC50 in µM where a hit was titrated; hit rate 0.42% among 220,000;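 active = primary inhibition above the hit cutoff, then over 50% inhibition at one or more dose response concentrations, cut at about 23% in these data, passing the limit was not always enough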;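 also: plate controls were DMSO full reaction for no effect and no enzyme background for full effect; strong numbers were not always called active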
LYP phosphatase – PTPN22 lymphoid phosphatase activity blockers – biochemical, fluorescence intensity, uHTS (AID 1779). recombinant LYP phosphatase, fluorescence intensity; higher % means a stronger effect. inhibition, % at 11.5 µM; hits with a dose series show IC50 in µM. hit rate 0.054% among 290,000;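 also: plate controls were vehicle with enzyme for no effect and no enzyme for full effect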
PMI inhibitors – MPI enzyme activity inhibition – biochemical, fluorescence intensity, coupled assay, primary screen (AID 1209); hit rate 0.42% among 190,000; inhibition, % at 20 µM, or IC50 in µM where a hit was titrated; purified PMI enzyme, coupled fluorescence intensity; higher % means a stronger effect;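 also: plate controls were DMSO vehicle for no effect and wells lacking substrate for full effect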
XIAP antagonists – XIAP antagonists, biochemical, IAP family, fluorescence polarization (AID 1018) | XIAP BIR domain, fluorescence polarization peptide displacement; higher % means a stronger effect | displacement, % at 20 µM; hits with a dose series show IC50 in µM | hit rate 0.007% among 200,000; in the data active = displacement above about 50%; also: a part of the inactive calls stands beside numbers as strong as those of hits
Myeloid diff 2 – myeloid differentiation induction; ER-HoxA9 myeloid progenitors, lysozyme-GFP differentiation, flow cytometry; calls only at 10 µM; hit rate 1% among 360,000; AID 624256;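 active = normalized GFP-positive differentiation at or above the plate's own cutoff, the solvent-only control mean plus 3 SD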;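 also: cells exposed to compound for four days before flow analysis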
P. falciparum M17LAP – P. falciparum M17LAP inhibitors, primary screen, biochemical, fluorogenic H-Leu-NHMec substrate, 1536-well (AID 1619) | inhibition, % at 30 µM, or IC50 in µM where a hit was titrated | hit rate 0.38% among 220,000 | recombinant M17LAP, H-Leu-NHMec fluorogenic kinetic assay; higher % means a stronger effect;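 active = compound inhibiting the enzyme by more than half at any dose during confirmatory dose-response retesting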;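 also: plate controls were full reaction with DMSO carrier for no effect and no enzyme background for full effect; strong numbers were not always called active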
Myeloid diff 2 GFP+ MAC1+ % – second read-out of Myeloid diff 2, no call of its own (marks repeat the call); GFP+ MAC1+ double positive, %; measured here: differentiation confirmed by MAC1 staining
Active calls of the source: *. Rule as the data show it, unless noted: active = inhibition above about 50%; inactive = the rest. Rows are unselected; about 2.7% have a hit in one of these screens.

Screening CCCS(=O)(=O)C/C(N)=N/OC(=O)c1ccc(Cl)cc1 returned M1AAP inhibition 0%, LYP phosphatase -4%, Myeloid diff 2 inactive, P. falciparum M17LAP -2% and Myeloid diff 2 GFP+ MAC1+ % 0.2.
For CCCOc1ccc(C(C)=O)cc1CC(C(=O)OCC)C(=O)OCC the results were human PMI inhibitors 6%, CSM14.1 death rescue 4.1%, TNAP activation fold 1.1, M1AAP inhibition 7%, LYP phosphatase -2%, PMI inhibitors 6%, XIAP antagonists -1.6%, Myeloid diff 2 inactive, P. falciparum M17LAP -6% and Myeloid diff 2 GFP+ MAC1+ % 1.5.
C=CC(COCc1ccccc1)N(Cc1ccc(OC)cc1)S(=O)(=O)c1ccccc1Br (stereo not drawn) was read as M1AAP inhibition 6%, LYP phosphatase 2%, Myeloid diff 2 inactive, P. falciparum M17LAP 1% and Myeloid diff 2 GFP+ MAC1+ % 1.2.
For O=C(NNC(=O)c1cc(O)c(O)c(O)c1)NC1CCCCC1 the results were human PMI inhibitors 14%, CSM14.1 death rescue 3.4%, TNAP activation fold 0.8, M1AAP inhibition 5%, LYP phosphatase -4%, PMI inhibitors 48%, XIAP antagonists -6.3%, Myeloid diff 2 inactive, P. falciparum M17LAP 50% and Myeloid diff 2 GFP+ MAC1+ % 1.1.
For COc1c(/C=N/NC(N)=S)c(C)nn1-c1ccccc1 the results were human PMI inhibitors 11%, CSM14.1 death rescue 4.6%, TNAP activation fold 1.1, M1AAP inhibition -2%, LYP phosphatase 0%, PMI inhibitors 3%, XIAP antagonists 0.3%, Myeloid diff 2 inactive, P. falciparum M17LAP 3% and Myeloid diff 2 GFP+ MAC1+ % 0.4.
Screening O=C(COc1ccccc1)NCC(=O)N/N=C/c1ccccc1 returned human PMI inhibitors -9%, CSM14.1 death rescue 0.0%, TNAP activation fold 1.1, M1AAP inhibition 9%, LYP phosphatase -8%, PMI inhibitors -6%, XIAP antagonists 35%, Myeloid diff 2 inactive, P. falciparum M17LAP 14% and Myeloid diff 2 GFP+ MAC1+ % 0.4.
For CCc1oc2c(C)c(O)ccc2c(=O)c1-c1ccc2ccccc2n1 the results were human PMI inhibitors 4%, CSM14.1 death rescue 3.6%, TNAP activation fold 1, M1AAP inhibition 1%, LYP phosphatase 1%, PMI inhibitors 0%, XIAP antagonists -4.4%, Myeloid diff 2 inactive, P. falciparum M17LAP 5% and Myeloid diff 2 GFP+ MAC1+ % 6.4.
For COc1ccc(NC(=O)C(=O)N/N=C/c2cc(C)n(-c3cccc(Cl)c3Cl)c2C)c(OC)c1 the results were human PMI inhibitors -8%, CSM14.1 death rescue -0.9%, TNAP activation fold 1.1, M1AAP inhibition 7%, LYP phosphatase -2%, PMI inhibitors -7%, XIAP antagonists -8.9%, Myeloid diff 2 inactive, P. falciparum M17LAP -11% and Myeloid diff 2 GFP+ MAC1+ % 6.4.
`CCC(=O)Nc1ccc(C(=O)NNC(=O)COc2cccc(C)c2)cc1` gave human PMI inhibitors 3%, CSM14.1 death rescue 0.0%, TNAP activation fold 1.1, M1AAP inhibition -2%, LYP phosphatase 0%, PMI inhibitors 1%, XIAP antagonists -7.1%, Myeloid diff 2 inactive, P. falciparum M17LAP 19% and Myeloid diff 2 GFP+ MAC1+ % 0.3.
Screening O=[N+]([O-])c1ccc(N2CCCC2)cc1NCc1ccccc1 returned human PMI inhibitors 9%, CSM14.1 death rescue -1.3%, TNAP activation fold 0.9, M1AAP inhibition 21%, LYP phosphatase 6%, PMI inhibitors 3%, XIAP antagonists -1.5%, Myeloid diff 2 inactive, P. falciparum M17LAP 7% and Myeloid diff 2 GFP+ MAC1+ % 0.5.
For COP(=O)(CC(=O)c1ccccc1)CC(=O)c1ccccc1 the results were human PMI inhibitors 0%, CSM14.1 death rescue 1.1%, TNAP activation fold 1.1, M1AAP inhibition 3%, LYP phosphatase -8%, PMI inhibitors 3%, XIAP antagonists -2.5%, Myeloid diff 2 inactive, P. falciparum M17LAP 5% and Myeloid diff 2 GFP+ MAC1+ % 0.1.
COc1ccc(-c2noc(CCC(=O)NCCN3CCN(c4ccccc4F)CC3)n2)cc1 was read as human PMI inhibitors -4%, CSM14.1 death rescue -4.1%, TNAP activation fold 1.1, M1AAP inhibition 6%, LYP phosphatase -5%, PMI inhibitors 1%, XIAP antagonists -3.2%, Myeloid diff 2 inactive, P. falciparum M17LAP 2% and Myeloid diff 2 GFP+ MAC1+ % 1.0.
Screening COc1cnn(-c2ccccc2)c(=O)c1OC returned M1AAP inhibition 2%, LYP phosphatase -4%, Myeloid diff 2 inactive, P. falciparum M17LAP 11% and Myeloid diff 2 GFP+ MAC1+ % 0.8.
Screening COc1ccc(NC(=O)CSc2nc3ncccc3[nH]2)cc1OC returned human PMI inhibitors 2%, CSM14.1 death rescue 1.5%, TNAP activation fold 0.5, M1AAP inhibition -1%, LYP phosphatase 2%, PMI inhibitors 4%, XIAP antagonists -5.0%, Myeloid diff 2 inactive, P. falciparum M17LAP 14% and Myeloid diff 2 GFP+ MAC1+ % 4.1.
Cc1nn(CC(=O)Nc2c(C)n(C)n(-c3ccccc3)c2=O)c(C)c1[N+](=O)[O-] was read as human PMI inhibitors -8%, CSM14.1 death rescue 0.1%, TNAP activation fold 1.1, M1AAP inhibition 2%, LYP phosphatase -3%, PMI inhibitors -10%, XIAP antagonists -0.5%, Myeloid diff 2 inactive, P. falciparum M17LAP 5% and Myeloid diff 2 GFP+ MAC1+ % 0.4.
`O=C(NC(=S)Nc1ccccc1Cl)c1cnn2c(C(F)(F)F)cc(C(F)(F)F)nc12` gave M1AAP inhibition 5%, LYP phosphatase 3%, Myeloid diff 2 inactive, P. falciparum M17LAP -1% and Myeloid diff 2 GFP+ MAC1+ % 0.5.
`O=S(=O)(Nc1ccc2c(c1)OCCO2)c1cccs1` gave human PMI inhibitors 4%, CSM14.1 death rescue -2.7%, TNAP activation fold 1.1, M1AAP inhibition -2%, LYP phosphatase 3%, PMI inhibitors 6%, XIAP antagonists 1.0%, Myeloid diff 2 inactive, P. falciparum M17LAP 18% and Myeloid diff 2 GFP+ MAC1+ % 2.1.
For CC(=O)Oc1cc2c(C(=O)NCc3ccncc3)c(C)oc2c2ccccc12 the results were M1AAP inhibition 4%, LYP phosphatase -12%, Myeloid diff 2 active, P. falciparum M17LAP 20% and Myeloid diff 2 GFP+ MAC1+ % 6.8*.
O=C(C1CCN(c2ncnc3c2sc2cccc(F)c23)CC1)N1CCOCC1 was read as human PMI inhibitors 3%, CSM14.1 death rescue 0.1%, TNAP activation fold 1.2, M1AAP inhibition 8%, LYP phosphatase -8%, PMI inhibitors 1%, XIAP antagonists -0.2%, Myeloid diff 2 inactive, P. falciparum M17LAP 4% and Myeloid diff 2 GFP+ MAC1+ % 3.0.
`O=C(c1cc(Cl)c(=O)n(Cc2ccccc2)c1)N1CCOCC1` gave human PMI inhibitors -2%, CSM14.1 death rescue -1.2%, TNAP activation fold 1.1, M1AAP inhibition -4%, LYP phosphatase -2%, PMI inhibitors 4%, XIAP antagonists -2.6%, Myeloid diff 2 inactive, P. falciparum M17LAP -11% and Myeloid diff 2 GFP+ MAC1+ % 2.0.
For CC(C)n1c(=O)[nH]c2cc(C(=O)Nc3ccccc3)ccc21 the results were CSM14.1 death rescue -0.5%, TNAP activation fold 1, M1AAP inhibition 4%, LYP phosphatase -1%, XIAP antagonists -5.4%, Myeloid diff 2 inactive, P. falciparum M17LAP 3% and Myeloid diff 2 GFP+ MAC1+ % 0.5.
For CC(C)(C)NC(=O)NC(=O)CSc1nncs1 the results were human PMI inhibitors -5%, CSM14.1 death rescue -0.2%, TNAP activation fold 1.1, M1AAP inhibition 5%, LYP phosphatase -5%, PMI inhibitors -17%, XIAP antagonists -9.4%, Myeloid diff 2 inactive, P. falciparum M17LAP 0% and Myeloid diff 2 GFP+ MAC1+ % 0.4.
`COc1cc(C(=O)Nc2sc(C)c(C)c2C(=O)O)cc(OC)c1OC` gave human PMI inhibitors 3%, CSM14.1 death rescue 3.1%, TNAP activation fold 1.1, M1AAP inhibition 5%, LYP phosphatase -6%, PMI inhibitors -2%, XIAP antagonists -11%, Myeloid diff 2 inactive, P. falciparum M17LAP -1% and Myeloid diff 2 GFP+ MAC1+ % 0.1.
For O=C(Nc1nc2ccccc2n1Cc1ccccc1)c1ccco1 the results were human PMI inhibitors -5%, CSM14.1 death rescue -0.1%, TNAP activation fold 1, M1AAP inhibition -1%, LYP phosphatase 10%, PMI inhibitors 5%, XIAP antagonists -8.9%, Myeloid diff 2 inactive, P. falciparum M17LAP -12% and Myeloid diff 2 GFP+ MAC1+ % 0.8.
COc1cccc(/C=N/Nc2ccc(C(=O)O)cc2)c1O was read as human PMI inhibitors -62%, CSM14.1 death rescue -13%, TNAP activation fold 1.1, M1AAP inhibition 14%, LYP phosphatase -1%, PMI inhibitors -61%, XIAP antagonists -9.4%, Myeloid diff 2 inactive, P. falciparum M17LAP 23% and Myeloid diff 2 GFP+ MAC1+ % 0.3.
CCN(CC)C(=O)CSc1nnc(-c2ccco2)n1Cc1ccco1 was read as human PMI inhibitors 6%, CSM14.1 death rescue -1.2%, TNAP activation fold 1.1, M1AAP inhibition -3%, LYP phosphatase -7%, PMI inhibitors 1%, XIAP antagonists -5.1%, Myeloid diff 2 inactive, P. falciparum M17LAP 2% and Myeloid diff 2 GFP+ MAC1+ % 3.6.
Screening CCOC(=O)c1ccc(NC(=O)NCc2ccncc2)cc1 returned human PMI inhibitors 0%, CSM14.1 death rescue -2.3%, TNAP activation fold 1.1, M1AAP inhibition 6%, LYP phosphatase -8%, PMI inhibitors 3%, XIAP antagonists -3.7%, Myeloid diff 2 inactive, P. falciparum M17LAP 5% and Myeloid diff 2 GFP+ MAC1+ % 0.4.
CCOC(=O)C1(Cc2ccc(OC)cc2)CCN(C(=O)Cc2cccnc2)CC1 was read as human PMI inhibitors 4%, CSM14.1 death rescue 0.9%, TNAP activation fold 1.1, M1AAP inhibition -3%, LYP phosphatase -4%, PMI inhibitors 10%, XIAP antagonists -2.0%, Myeloid diff 2 inactive, P. falciparum M17LAP -1% and Myeloid diff 2 GFP+ MAC1+ % 0.1.
`Cc1ccccc1C(=O)N1CCN(c2ccc(NC(=S)NC(=O)c3cccs3)cc2)CC1` gave human PMI inhibitors 22%, CSM14.1 death rescue -2.9%, TNAP activation fold 1, M1AAP inhibition 4%, LYP phosphatase 6%, PMI inhibitors 21%, XIAP antagonists -3.5%, Myeloid diff 2 inactive, P. falciparum M17LAP -2% and Myeloid diff 2 GFP+ MAC1+ % 0.4.

Bioassay records deposited in PubChem BioAssay by several laboratories.
